Bioassay records as filed in PubChem.
A549 tox = Nrf2 qHTS screen for inhibitors: counterscreen for cytotoxicity | A549 ARE-Fluc cells, CellTiter-Fluor viability, 18-24 h | AID 504648, 2011 | 390,000 tested, 0.16% active | Potency, µM (highest dose often 46 µM), inactives show top-dose activity change, negative = cytotoxicity, hits mostly inhibitors; also: % is scaled to controls: 0 for no effect and ±100 for the full control effect
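A549 ARE-Fluc cells in 5% FBS OPTI-MEM, 5000 cells/well, rested 2 h then exposed to compounds in concentration-response for 18-24 h at 37 °C. Viability by CellTiter-Fluor fluorescence (Ex 405/Em 525) after 30 min; luciferase luminescence (BugLite, 15 min, RT) read afterwards.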
MCF10A rerep = A quantitative high throughput screen for small molecules that induce DNA re-replication in MCF 10a normal breast cells | AID 624296, 2012 | 350,000 tested, 2.9% active | Potency, µM (top dose mostly 46.1 µM), inactives show top-dose activity, positive = re-replication, usual class: activators | MCF 10A DNA re-replication, Hoechst nuclear intensity, 48 h; also: % of control where 0% means no effect; nearly all actives have a fitted effect of over 50% in size
ATXN2 expr inh = Primary qHTS for Inhibitors of ATXN expression; HEK-293 ATXN2-luciferase reporter, luminescence, 24 h; Potency, µM (series often up to 57 µM), for inactives: top-dose activity change, negative = inhibition, usual class: inhibitors; 360,000 tested, 0.72% active; also: % is scaled to controls: 0 for no effect and ±100 for the full control effect; nearly all actives have a fitted effect of over 55% in size
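qHTS (up to 57 uM final) was run with 24 h compound exposure of reporter cells at 37 °C. Each well was multiplexed: SteadyGlo luminescence measured ATXN2-luciferase expression after a fluorogenic Gly-Phe-AFC viability readout (25 uM final).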
Nrf2 ARE act = qHTS of Nrf2 Activators; Potency, µM (highest dose often 46.1 µM), for the others: top-dose activation, most hits filed as activators; AREc32 ARE-luciferase reporter (MCF7-derived line), luminescence, 24 h; AID 624171, 2012; 410,000 tested, 0.31% active; also: % of control where 0% means no effect; nearly all actives have a fitted effect of over 65% in size
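Steps: seed AREc32_Fluc cells (1000/well, 5% FBS OPTI-MEM); incubate overnight at 37 deg C; add 23 nL compound; incubate 24 hr; add Steady-Glo; hold 30 min RT; read luminescence.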
EPAC2 antag = qHTS for Antagonist of cAMP-regulated guanine nucleotide exchange factor 2 (EPAC2): primary screen; Rap guanine nucleotide exchange factor 4 (Homo sapiens), Q8WZA2; EPAC2 GEF exchange of Rap1B-BODIPY-GDP, fluorescence; Potency, µM (series often up to 114 µM), for inactives: at the top dose activity, negative = inhibition, hits mostly inhibitors; 360,000 tested, 0.18% active; also: % is scaled to controls: 0 for no effect and ±100 for the full control effect; nearly all actives have a fitted effect of over 45% in size; many of its hits are not listed in these tables
Target sequence (Q8WZA2 whole entry, looked up): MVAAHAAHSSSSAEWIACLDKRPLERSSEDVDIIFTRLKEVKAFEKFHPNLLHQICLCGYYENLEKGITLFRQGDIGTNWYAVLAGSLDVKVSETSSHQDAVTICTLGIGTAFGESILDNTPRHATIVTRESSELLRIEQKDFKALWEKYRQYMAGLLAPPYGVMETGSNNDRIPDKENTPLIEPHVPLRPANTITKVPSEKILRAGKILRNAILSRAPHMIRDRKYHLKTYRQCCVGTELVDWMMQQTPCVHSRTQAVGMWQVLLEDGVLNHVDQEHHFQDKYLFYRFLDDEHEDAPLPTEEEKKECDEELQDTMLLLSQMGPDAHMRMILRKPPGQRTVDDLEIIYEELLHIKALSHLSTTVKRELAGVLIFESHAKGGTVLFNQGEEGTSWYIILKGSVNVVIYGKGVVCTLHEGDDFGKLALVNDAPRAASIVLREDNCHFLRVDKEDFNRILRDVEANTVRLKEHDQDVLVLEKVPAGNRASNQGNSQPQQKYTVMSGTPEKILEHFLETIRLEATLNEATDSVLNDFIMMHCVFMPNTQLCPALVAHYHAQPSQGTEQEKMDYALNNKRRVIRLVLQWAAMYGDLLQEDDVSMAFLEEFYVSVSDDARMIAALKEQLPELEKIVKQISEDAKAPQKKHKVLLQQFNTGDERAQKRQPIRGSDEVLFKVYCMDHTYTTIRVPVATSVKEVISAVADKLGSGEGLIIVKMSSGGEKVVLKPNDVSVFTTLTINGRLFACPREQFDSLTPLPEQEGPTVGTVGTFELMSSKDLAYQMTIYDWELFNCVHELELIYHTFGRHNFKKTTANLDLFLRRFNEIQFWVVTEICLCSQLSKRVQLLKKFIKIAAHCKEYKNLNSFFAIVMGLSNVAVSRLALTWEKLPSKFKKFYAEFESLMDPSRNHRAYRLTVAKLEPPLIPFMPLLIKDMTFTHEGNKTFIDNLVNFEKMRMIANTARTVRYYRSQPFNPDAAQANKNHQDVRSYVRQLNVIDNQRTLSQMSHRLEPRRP
TGFb inhibitor = qHTS for Inhibitors of TGF-b | HepG2 CAGA-GFP TGF-b/SMAD3 reporter, GFP fluorescence, 18 h; TGF-beta stimulated, 500 pg/mL final | Potency, µM (series often up to 46.1 µM), inactives show at the top dose activity, negative = inhibition, most hits filed as inhibitors | 410,000 tested, 1.2% active | AID 588855, 2011; also: % is scaled to controls: 0 for no effect and ±100 for the full control effect; nearly all actives have a fitted effect of over 65% in size
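Smad-responsive CAGA-GFP expression was quantified in HEPG2 cells exposed to compounds and 500 pg/mL final TGF-beta for 18 h at 37 degrees C; unstimulated wells defined full inhibition.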
Nrf2 inh = Nrf2 qHTS screen for inhibitors. Potency, µM (top dose mostly 46 µM), for inactives: at the top dose activity change, negative = inhibition, most hits filed as inhibitors. AID 504444, 2011. A549 ARE-Fluc reporter, luciferase luminescence, 18-24 h. 360,000 tested, 2.1% active; also: % is scaled to controls: 0 for no effect and ±100 for the full control effect; nearly all actives have a fitted effect of over 60% in size
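A549 ARE_Fluc cells, 5000/well, 5% FBS OPTI-MEM; compounds in dose-response, 18-24 h at 37 °C/5% CO2; CellTiter-Fluor viability read (Ex 405/Em 525), then BugLite luciferase luminescence = Nrf2 activity.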
HepG2 viability = qHTS for Inhibitors of TGF-b: Cytotox Counterscreen | HepG2 CAGA-GFP viability, ATP luminescence, 18 h | Potency, µM (highest dose often 46.1 µM), inactives show at the top dose activity change, negative = cytotoxicity, hits mostly cytotoxic | 410,000 tested, 0.76% active | AID 588856, 2011; also: some results filed as inactive show a strong effect at the top dose
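HepG2 CAGA-GFP cells (1000/well, DMEM with 1% FBS) received compound, then TGF-beta at 500 pg/mL final, and were incubated 18 hours at 37 degrees C. Viability was read by CellTiter-Glo luminescence. Media-only wells were set as complete cell-killing and DMSO as no toxicity.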
ATXN viability = Viability Counterscreen for Primary qHTS for Inhibitors of ATXN expression; Potency, µM (titrated, usually from 56.7 µM), actives largely listed as cytotoxic; 400,000 tested, 0.49% active; S2 cells (HEK-293 line with an ATXN2-luciferase reporter) viability, CellTiter-Fluor protease fluorescence, 24 h; also: nearly all actives have a fitted effect of over 40% in size
Active calls of the source: *; i = inactive; ? = inconclusive; . = no result given; [ ] = remark or other dose. Calls follow the shape of the dose curve; as a rule, active = well fitted curve in the direction sought with a large enough effect; inconclusive = small, poorly fitted or top-dose-only effect, or another doubt; inactive = no such curve, though single readings can be large; an effect the other way counts as inactive or inconclusive. Potency is read from the fitted curve at half-maximal effect.

SMILES | A549 tox | MCF10A rerep | ATXN2 expr inh | Nrf2 ARE act | EPAC2 antag | TGFb inhibitor | Nrf2 inh | HepG2 viability | ATXN viability
CC1(C)CC(Cc2nc(=S)[nH][nH]2)C(=O)O1 (centres undefined) | 4% | 1% | 4% | -0.1% | 5% | -8% | 0% | 0% | i
O=C(O)C1C2C=CC(C2)C1C(=O)Nc1ccc(C(=O)N2CCCCC2)cc1 (centres undefined) | 11% | 0% | 2% | 0.8% | 13% | 20% | 2% | -6% | i
COc1ccc(N2CC(C(=O)Nc3nnc(C4CCCCC4)s3)CC2=O)cc1 (centres undefined) | -8% | 6% | -9% | 0.2% | -2% | -6% | -3% | -4% | i
c1ccc2c(c1)oc1c(NCCN3CCOCC3)ncnc12 | 5% | -11% | 9% | 2.0% | 0% | 1% | 8% | -2% | i
Cc1ccc(Cl)c(NC(=O)COC(=O)c2nn(-c3ccccc3)cc2O)c1Cl | 0% | 6% | -1% | 2.7% | -2% | 20% | -1% | -23% | i
COCCCNC(=O)C1CCN(C(=O)c2oc3cc4sc(N(C)C)nc4cc3c2C)CC1 | 8% | -1% | 26% | -0.1% | 5% | -1% | 8% | 5% | i
O=C(COC(=O)c1c(F)cccc1Cl)NCC1CCCCC1 | 5% | -1% | 42%[activator] | 2.4% | 12% | 16% | ? | -18% | i
Cc1ccc2cc(CN(CCCN(C)C)C(=O)NCc3ccccc3)c(=O)[nH]c2c1C | -1% | 3% | -10% | -0.8% | 2% | -21% | 13% | -7% | ?
O=C(Cc1cccs1)N[C@@H]1c2ccccc2CC[C@H]1OCc1ccccc1 | 8% | -43%[inhibitor] | -3% | 0.9% | 3% | -15% | -19% | -18% | i
CC(=O)c1ccc(NC(=O)N2CCc3ccccc3C2)cc1 | 0% | 16% | 31% | 6.8% | 3% | 2% | -4% | 20% | i
O[C@@H]1CN(CC2CCCCC2)[C@@H](c2ccccc2)C[C@H]1n1cc(-c2ccc(F)cc2)nn1 | . | . | ? | 0.1% | -18% | ? | . | -17% | ?
Cc1[nH]c(C)c(S(=O)(=O)N2CCN(c3ccccc3F)CC2)c1C(=O)N1CCCCC1 | 4% | 5% | 10% | -1.1% | 2% | -2% | -6% | -19% | i
COc1cc2ccccc2cc1C(=O)OCC(=O)c1c(N)n(C)c(=O)n(C)c1=O | -5% | -4% | 0% | 0.4% | -8% | 5% | -7% | 5% | ?
O=c1cc(CN2CCN(S(=O)(=O)c3ccc4c(c3)OCCO4)CC2)c2ccc(O)cc2o1 | . | -2% | -18% | 0.8% | -3% | -12% | ? | -13% | .
Clc1cccc(-n2ncc3c(NCCC4=CCCCC4)ncnc32)c1 | 6% | . | 0% | 0.5% | . | -8% | . | -9% | i
Cc1ccccc1C(=O)NC(NCc1ccco1)C(Cl)(Cl)Cl (centres undefined) | 0% | 16% | -8% | 0.2% | 0% | 3% | ? | -7% | i
O=C(/C=C/c1ccc(Cl)cc1)NC(=S)Nc1ccc(N2CCOCC2)c(Cl)c1 | -12% | ? | ? | -0.9% | 8% | 8% | 16µM* | -13% | ?
NS(=O)(=O)c1ccc(CCNC(=O)C2CCN(S(=O)(=O)c3ccccc3)CC2)cc1 | 0% | -4% | -23% | -0.2% | -6% | 11% | 0% | -9% | i
CC(C)c1ccc(N(CC(=O)NN=C2CCN(C)CC2)S(=O)(=O)c2ccccc2)cc1 | 3% | -2%[9.22 µM] | ? | 0.6% | 12% | 0% | -14% | 0% | ?
COc1ccc2oc(=O)c(NC(=O)C3CCCCC3)cc2c1 | -1% | -14% | -1% | -0.6% | -1% | -6% | . | 8% | i

Four of the entries above in order of the EPAC2 antag value, low to high.
mol	EPAC2 antag
O[C@@H]1CN(CC2CCCCC2)[C@@H](c2ccccc2)C[C@H]1n1cc(-c2ccc(F)cc2)nn1	-18%
O=c1cc(CN2CCN(S(=O)(=O)c3ccc4c(c3)OCCO4)CC2)c2ccc(O)cc2o1	-3%
COCCCNC(=O)C1CCN(C(=O)c2oc3cc4sc(N(C)C)nc4cc3c2C)CC1	5%
O=C(/C=C/c1ccc(Cl)cc1)NC(=S)Nc1ccc(N2CCOCC2)c(Cl)c1	8%

Next entries.
SMILES | A549 tox | MCF10A rerep | ATXN2 expr inh | Nrf2 ARE act | EPAC2 antag | TGFb inhibitor | Nrf2 inh | HepG2 viability | ATXN viability
COc1ccc(C2C(C(=O)O)CCC(=O)N2c2ccc(OC)cc2)cc1 (centres undefined) | -1% | ? | 3% | -0.6% | 15% | 0% | 13% | 21% | i
COC(=O)c1nn(-c2ccccc2)c(Cl)c1/C=N/OCc1ccc(Cl)cc1Cl | 1% | 2% | -18% | -0.5% | 21% | ? | 10% | -5% | i
Cc1ccc(S(=O)(=O)N2CCOC2CNC(=O)C(=O)NCc2ccncc2)cc1 (centres undefined) | -7% | 4% | 1% | 0.1% | 15% | 5% | 3% | 20% | i
CC(Sc1nnc(-c2ccc(OC(F)F)cc2)n1N)C(=O)NCC1CCCO1 (centres undefined) | -7% | 1% | 9% | -0.2% | -5% | -7% | 2% | -20% | ?
COC(=O)c1ccc(C2C(C#N)=C(C)NC3=C2C(=O)CC(C)(C)C3)cc1 (centres undefined) | 1% | -1% | -1% | -0.5% | 3% | 5% | 0% | 13% | i
COc1cc(C2NC(=O)NC(c3ccccc3)=C2C(C)=O)cc([N+](=O)[O-])c1O (centres undefined) | -1% | -4% | 0% | -0.3% | 0% | 12% | 5% | -2% | .
CCOC(=O)N1CCN(CC(O)COc2ccc(OC)cc2C(C)(C)C)CC1 (centres undefined) | 0% | 24% | 1% | -0.3% | 2% | -2% | 4% | -2% | i
CC(C)CN1Cc2ccccc2Oc2cc(Br)ccc2S1(=O)=O | 10% | 2% | -5% | 0.0% | ? | -3% | -14% | -21% | i
C=CCNC(=O)CSc1nc2sc(C)c(C)c2c(=O)[nH]1 | 1% | ? | 3% | 0.5% | -7% | -10% | -20% | -20% | i
COc1ccccc1OCCOCCn1cnc2ccccc2c1=O | 23% | 0% | 2% | -0.6% | 1% | -21% | 6% | -28% | i

Reformatted with each value named: entries from further up.
Cc1ccc2cc(CN(CCCN(C)C)C(=O)NCc3ccccc3)c(=O)[nH]c2c1C
- A549 tox: -1%
- MCF10A rerep: 3%
- ATXN2 expr inh: -10%
- Nrf2 ARE act: -0.8%
- EPAC2 antag: 2%
- TGFb inhibitor: -21%
- Nrf2 inh: 13%
- HepG2 viability: -7%
- ATXN viability: ?
O=C(Cc1cccs1)N[C@@H]1c2ccccc2CC[C@H]1OCc1ccccc1
- A549 tox: 8%
- MCF10A rerep: -43%[inhibitor]
- ATXN2 expr inh: -3%
- Nrf2 ARE act: 0.9%
- EPAC2 antag: 3%
- TGFb inhibitor: -15%
- Nrf2 inh: -19%
- HepG2 viability: -18%
- ATXN viability: i

Next section.
SMILES | A549 tox | MCF10A rerep | ATXN2 expr inh | Nrf2 ARE act | EPAC2 antag | TGFb inhibitor | Nrf2 inh | HepG2 viability | ATXN viability
CC1Cc2ccccc2N1C(=O)Cn1c(=O)cc(O)c2ccccc21 (centres undefined) | . | 0% | -4% | 2.6% | 4% | -10% | 3% | -23% | i
Cc1ccc2c(c1)c(N=O)c(O)n2Cc1ccc(Cl)cc1 | 0% | 1% | -2% | -0.1% | -11% | -19% | 1% | -53% | i
CSc1ccccc1C(=O)C1CCCN(C(=O)CCN2CCCO2)C1 (centres undefined) | -6% | 14% | 7% | 0.2% | 7% | -2% | 5% | -3% | i
COc1ccc2[nH]cc(/C=C(/C#N)S(=O)(=O)c3ccccc3)c2c1 | 2% | ? | -14% | 0.5% | -13% | ? | -26% | 2% | i
Cc1ccc(-c2csc(=Nc3ccccc3)n2Cc2ccc3c(c2)OCO3)cc1 | 3% | . | 36% | 4.3% | . | -13% | ? | -33% | i
CCN(CC)CCNC(=O)c1ccc(-c2nc(CN3CCc4ccccc43)c(C)o2)cc1 | 11% | . | ? | 6.3% | . | ? | . | -46% | ?
Cc1cccc(NC(=O)CSc2cn(CC(=O)N3CCCCCC3)c3ccccc23)c1 | 4% | . | . | 0.3% | . | -19% | 0% | -27% | .
COc1ccc2c(=O)c(C(=O)NCCc3ccc(OC)c(OC)c3)c[nH]c2c1 | -15% | 18% | -15% | 1.5% | -7% | 0% | ? | -11% | i
Cc1ccc(C)c(-n2c3nc(=O)n(C)c(=O)c-3cc3ccccc32)c1 | 7% | 15µM* | . | 8.0% | 10% | -11% | -19% | -9% | .
Cc1ccc(Cl)cc1NC(=O)C1CCCN(S(=O)(=O)c2c(C)noc2C)C1 (centres undefined) | -4% | -1% | -12% | 0.1% | 14% | 11% | 11% | 2% | i
CC(/C=N/NC(=O)CSc1nnc(SCc2ccccc2)s1)=C\c1ccco1 | -1% | ? | 15% | 11µM* | -1% | 0% | 1% | 4% | ?
CCCOc1c(OC)cc(Cl)cc1C1NC(=O)NC(C)=C1C(=O)NCc1ccccc1 (centres undefined) | 0% | 4% | 3% | -0.1% | 5% | -14% | 1% | 0% | i
CCc1ccccc1NC(=O)Nn1cnnc1 | 1% | 0% | 2% | -0.8% | 6% | -2% | -9% | 1% | i
Nc1ccc(NC(=S)Nc2ccccc2)cc1 | 0% | -1% | . | 3.4% | 3% | 6% | 3% | 9% | i
Cc1cccnc1C1=NOC(Cc2ccccc2)C(=O)N1Cc1ccc2c(c1)OCO2 (centres undefined) | . | . | 5% | -0.5% | -13% | 7% | . | -3% | i
NC(=O)C1CCCN(CC(=O)N2CCN(c3ccccc3)CC2)C1 (centres undefined) | 4% | -3% | 1% | -0.6% | 1% | -9% | 3% | -8% | i
CCN(C[C@H]1N[C@@](C)(C(=O)OC)[C@H]2C(=O)N(C)C(=O)[C@@H]12)C(=O)c1ccccc1 | -1% | -25% | 13% | -0.4% | 3% | -6% | 20% | 6% | i
COc1ccc(C(=O)NCCOc2ccccc2)cc1S(=O)(=O)N1CCOCC1 | 4% | -6% | -1% | -0.8% | 0% | 1% | -2% | -19% | i
Cc1ccc2c(c1)cc1c(=O)n(CC(=O)NCCCc3ccccc3)nc(C)n12 | 0% | 5% | -2% | -0.1% | 4% | 6% | 10% | 5% | i

An excerpt; rates above refer to the full screens.
